Assay outcomes as filed in PubChem BioAssay.
LAP4-GFP MLPCN: modulators of LAP4-GFP expression in yeast, primary screen, S. cerevisiae, multiplex flow cytometry, MLPCN library; 3 h; median GFP as percent of DMSO wells; 0.34% of 320,000 active; GFP response vs DMSO, % at 10 µM;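 active = GFP response vs DMSO above a set limit, about the screen mean plus 3 SD, cut at about 150% in these data; inconclusive = under 70 cell events counted for the yeast strain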
CIT2-GFP yeast: modulators of CIT2-GFP expression in yeast, primary screen, S. cerevisiae, GFP fusion, multiplex flow cytometry, MLPCN library; 0.065% of 320,000 active; S. cerevisiae CIT2-GFP strain, 3 h; 100 means same as DMSO wells; GFP response vs DMSO, % at 10 µM; AID 2029, 2009;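 active = GFP response relative to DMSO above a set limit, near the screen mean plus 3 SD, cut at about 150% in these data; inconclusive = Fewer than 70 cells measured for a yeast strain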;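 also: ratio of well median GFP fluorescence to mean of DMSO wells on the plate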
GASC-1 inh: inhibitors of GASC-1 histone demethylase, primary screen, biochemical, fluorescence, DELFIA europium. Lysine-specific demethylase 4C (Homo sapiens), Q9H3R0. GST-JMJD2C(1-420) H3K9me3 demethylation. inhibition, % at 2.35 µM. AID 2099, 2009. 0.069% of 330,000 active;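 active = more than half of a compound's replicate wells show inhibition beyond 50%, single wells judged on their own value; inconclusive = some, but no more than half, of replicates pass 50% inhibition; inactive = no replicate passes 50% inhibition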;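 also: signal counts dimethyl H3K9 product captured on neutravidin plate; 0% = median of DMSO wells and 100% = 0.3 times that DMSO median; strong numbers were not always called active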
MEP2 TOR yeast: modulators of MEP2-GFP levels in yeast, primary screen, S. cerevisiae, multiplex flow cytometry, MLPCN library | S. cerevisiae MEP2-GFP strain, 3 h; 100% = DMSO control level | GFP response vs DMSO, % at 10 µM | 0.51% of 330,000 active | AID 2016, 2009;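 active = GFP response versus DMSO above a set limit, roughly screen mean plus 3 SD, cut at about 180% in these data; inconclusive = fewer than 70 cells counted for a yeast strain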;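 also: median GFP fluorescence of the barcode-gated MEP2-GFP cells per well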
RPL19A TOR yeast: RPL19A-GFP expression modulators in yeast, primary screen, cell-based, S. cerevisiae, multiplex flow cytometry, MLPCN; S. cerevisiae RPL19A-GFP strain, 3 h; active compounds read low; percent response vs DMSO, % at 10 µM; 0.3% of 330,000 active; AID 2025, 2009;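 active = percent response vs DMSO below 50%; inconclusive = fewer than 70 events counted for the yeast strain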;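 also: median channel GFP fluorescence of the barcoded RPL19A-GFP strain; ratio of sample median GFP to plate DMSO average so 100% = DMSO; lower means less RPL19A-GFP as with rapamycin TOR inhibition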
GRK2 aptamer HTS: compounds blocking aptamer binding on GRK2 – biochemical, human GRK2, bead flow cytometry, HTS, primary screen. FAM-aptamer displacement from GRK2. Beta-adrenergic receptor kinase 1 (Homo sapiens), P25098. inhibition of aptamer binding, % at 10 µM. 0.59% of 330,000 active;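 active = inhibition of aptamer binding above 40%, roughly 3 SD of noise, on plates passing a quality check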;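 also: median bead fluorescence of bound FAM aptamer so fluorescent compounds give negative values; no value below 0 was filed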
VLA-4 inh: inhibition in human VLA-4 binding assay, primary screen, VLA-4 allosteric modulator project, MLPCN library, flow cytometry, VLA-4 expressing cells | Integrin alpha-4 (Homo sapiens), P13612 | ligand binding flow cytometry | inhibition, % (about 7 µM as worked out from the volumes in the protocol) | 0.2% of 330,000 active; in the data active = inhibition above about 50%
Target sequence (P13612 whole entry, looked up): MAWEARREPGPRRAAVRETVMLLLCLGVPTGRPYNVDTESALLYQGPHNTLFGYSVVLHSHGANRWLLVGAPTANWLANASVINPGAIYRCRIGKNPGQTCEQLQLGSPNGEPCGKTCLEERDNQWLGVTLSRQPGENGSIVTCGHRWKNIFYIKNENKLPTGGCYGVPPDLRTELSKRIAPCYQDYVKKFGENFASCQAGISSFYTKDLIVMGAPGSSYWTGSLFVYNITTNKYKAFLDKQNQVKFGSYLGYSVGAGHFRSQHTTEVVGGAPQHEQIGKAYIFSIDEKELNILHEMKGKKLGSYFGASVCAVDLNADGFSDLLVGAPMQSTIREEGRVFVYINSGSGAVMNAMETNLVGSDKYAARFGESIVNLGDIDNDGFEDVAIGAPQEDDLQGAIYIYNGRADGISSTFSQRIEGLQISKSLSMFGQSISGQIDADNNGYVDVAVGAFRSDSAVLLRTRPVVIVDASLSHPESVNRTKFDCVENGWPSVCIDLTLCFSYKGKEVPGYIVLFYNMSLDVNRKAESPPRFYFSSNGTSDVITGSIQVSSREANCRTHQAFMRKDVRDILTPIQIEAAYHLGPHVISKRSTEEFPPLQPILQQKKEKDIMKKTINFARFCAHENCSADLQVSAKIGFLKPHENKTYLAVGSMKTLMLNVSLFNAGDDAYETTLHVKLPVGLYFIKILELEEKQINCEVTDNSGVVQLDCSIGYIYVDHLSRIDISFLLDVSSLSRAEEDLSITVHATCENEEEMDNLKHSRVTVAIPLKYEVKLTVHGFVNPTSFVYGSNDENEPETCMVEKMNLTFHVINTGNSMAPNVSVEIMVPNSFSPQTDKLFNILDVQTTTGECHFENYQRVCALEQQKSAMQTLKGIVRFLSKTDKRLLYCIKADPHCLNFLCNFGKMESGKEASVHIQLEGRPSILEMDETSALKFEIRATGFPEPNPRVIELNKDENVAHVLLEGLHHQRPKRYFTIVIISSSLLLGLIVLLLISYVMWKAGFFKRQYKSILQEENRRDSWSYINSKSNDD
AGP1-GFP MLPCN: modulators of AGP1-GFP expression in yeast TOR pathway, primary screen, cell-based, multiplex flow cytometry, S. cerevisiae, MLPCN library; 0.02% of 320,000 active; 3 h; GFP as percent of DMSO wells; GFP response vs DMSO, % at 10 µM;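 active = GFP response relative to DMSO above a set limit, near screen average plus 3 SD, cut at about 150% in these data; inconclusive = fewer than 70 cells counted for the yeast strain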;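 also: median GFP channel fluorescence of the gated AGP1 strain per well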
* marks the source's active call; other numbers are inactive results; ? = inconclusive; · = no result given; & = joins results of further samples; [ ] = dose if it differs, or a comment.

SMILES	LAP4-GFP MLPCN	CIT2-GFP yeast	GASC-1 inh	MEP2 TOR yeast	RPL19A TOR yeast	GRK2 aptamer HTS	VLA-4 inh	AGP1-GFP MLPCN
O=C(NCCCN1CCOCC1)Nc1ccc(Cc2ccc(NC(=O)NCCCN3CCOCC3)cc2)cc1	90	95	-2	98	99	0	4	94
Cc1cc(C)nc(N/N=C/C2=C(N3CCOCC3)C(=C\c3ccc(Cl)cc3)/CC2)n1	114	102	-2	109	107	7	-11	104
COC(=O)Cc1c(C)c2ccc(OCC(=O)NCc3ccc4c(c3)OCO4)cc2oc1=O	101	101	-8&3	102	101	1	-2	104
COC(=O)CN1C(=S)N(c2ccc(Cl)cc2)C(=O)C1CC(=O)Nc1ccc(Cl)cc1 (stereo not drawn)	92	78	-11	92	93	3	9	97
CCN1CCN(C(=O)c2ccc(C(F)(F)F)cc2)CC1	94	102	16	100	100	0	20	100
NNC(=O)COc1cccc2cccnc12	95	88	4	106	98	0	16	101
CSCCC(=O)N(C)CC1CCCN(CCc2cccc(C(F)(F)F)c2)C1 (stereo not drawn)	107	109	-2	112	104	2	0	105
O=C(Nc1ccccc1)NC1(C(=O)NCCCN2CCOCC2)CCCCC1	91	97	5	99	95	1	-12	95
O=c1[nH]snc1-c1c(Cl)cccc1Cl	105	91	-17	98	96	3	0	98
Cc1ccc(C(=O)NC(=S)Nc2ccc(CN3CCCCC3)cc2)c(C)c1	101	93	-6	95	98	0	-1	103
CCOc1ccc(-n2c(=O)c3ccccc3c3ccccc3c2=O)cc1	111	105	0	100	99	2	4	105
COc1ccc(CCNC(=O)c2c[nH]c3ccccc3c2=O)cc1OC	109	95	7	98	104	1	-5	107
CC1CC(O)(Cc2ccccc2)C(C)CN1C (stereo not drawn)	97	94	-3	95	92	0	15	95
CC(=O)c1cccc(N=Nc2c(C)[nH]c3ccccc23)c1	106	103	4	104	100	0	9	95
N#C/C(=C\c1cccc([N+](=O)[O-])c1)C(=O)NCc1cccnc1	77	92	22	83	101	0	0	97
CC(=O)c1cc(C(=O)Nc2ccccc2C(=O)O)oc1C	94	102	5	98	104	0	-1	96
Cc1ccccc1-c1nc2c(s1)CCc1onc(-c3ccc(Cl)cc3)c1-2	94	95	30	100	95	2	-2	94
COCCNC(=O)/C(C#N)=C/c1c(F)cccc1Cl	125	90	-29	90	101	1	5	97
CCOC(=O)c1c(C)[nH]c(C)c1C(=O)COC(=O)c1ccc(S(=O)(=O)N(CC)CC)cc1	104	115	4	104	103	0	4	108
Cc1cc(C)nc(SCc2cc(=O)c(OC(=O)c3ccc(S(=O)(=O)N(C)C)cc3)co2)n1	98	116	-3	111	106	0	9	113

Whole records, quoted from the list. Order of screens: LAP4-GFP MLPCN, CIT2-GFP yeast, GASC-1 inh, MEP2 TOR yeast, RPL19A TOR yeast, GRK2 aptamer HTS, VLA-4 inh, AGP1-GFP MLPCN
Shown for Cc1cc(C)nc(SCc2cc(=O)c(OC(=O)c3ccc(S(=O)(=O)N(C)C)cc3)co2)n1 : 98, 116, -3, 111, 106, 0, 9, 113
Shown for O=c1[nH]snc1-c1c(Cl)cccc1Cl : 105, 91, -17, 98, 96, 3, 0, 98
Shown for CC1CC(O)(Cc2ccccc2)C(C)CN1C (stereo not drawn) : 97, 94, -3, 95, 92, 0, 15, 95
Shown for CSCCC(=O)N(C)CC1CCCN(CCc2cccc(C(F)(F)F)c2)C1 (stereo not drawn) : 107, 109, -2, 112, 104, 2, 0, 105

The list continues.
SMILES	LAP4-GFP MLPCN	CIT2-GFP yeast	GASC-1 inh	MEP2 TOR yeast	RPL19A TOR yeast	GRK2 aptamer HTS	VLA-4 inh	AGP1-GFP MLPCN
COC(=O)[C@H](Cc1ccccc1)NC(=O)NCCc1ccc(F)cc1	95	93	0	98	98	0	24	101
Cc1ccc2nc3c(cc(C(=O)NCc4ccco4)c(=N)n3Cc3ccco3)c(=O)n2c1	104	84	7	102	93	10	12	96
CCc1ccc2oc(=O)cc(CN3CCCCC3)c2c1	95	102	4	104	102	0	3	101
C/C(=N\NC(=O)c1nnn(-c2nonc2N)c1CSc1ccc(Cl)cc1)c1ccco1	97	97	6	99	97	0	17	99
Cc1ccc(C(=O)N/C(=C/c2ccco2)C(=O)NC2CCS(=O)(=O)C2)cc1 (stereo not drawn)	111	95	47	94	94	2	-1	102
Cc1nn2c(=O)cc(COC(=O)c3c(F)cccc3Cl)nc2s1	108	85	·	92	96	0	18	97
Cc1ccc2nc(C3CCN(C(=O)NCc4ccccc4)CC3)[nH]c2c1	100	87	1	105	92	3	-14	91
Oc1c(Cl)cc(Cl)cc1CNc1ccc(Br)cn1	94	99	-2	98	96	0	-1	96
Cc1ccnc(N2C(=O)c3ccccc3C2O)c1 (stereo not drawn)	104	98	17	103	98	0	-24	101
Cc1ccccc1-c1nc2ccccc2c(=O)n1/N=C/c1ccccc1[N+](=O)[O-]	108	104	-3	108	111	0	0	101
COc1cc(CC(=O)NCc2cccs2)cc(OC)c1OC	98	109	0	105	112	3	-6	110
N#Cc1cnc2c(-c3ccccc3)c(-c3ccccc3)nn2c1N	95	102	2	98	97	0	-7	73
Cc1cc(C)c2c(CN3CCN(Cc4ccc5c(c4)OCO5)CC3)cc(=O)oc2c1C	88[may fluoresce violet]	?	5	255*[may fluoresce violet]	·	0	-3	26[may fluoresce violet]
CCCCn1c(N)c(N(CCC(C)C)C(=O)C2CSC3(C)CCC(=O)N23)c(=O)[nH]c1=O (stereo not drawn)	111	97	1	99	97	7	11	108
COc1ccccc1CC(NC(C)=O)C(=O)NC1CCN(C(=O)Nc2ccccc2Cl)CC1 (stereo not drawn)	103	96	-1	105	112	2	4	106
CCCOC1CCCN(Cc2cn(C)nc2-c2ccccc2F)C1 (stereo not drawn)	94	99	-10	100	100	0	9	96
CCN(CC)S(=O)(=O)c1ccc2c(c1)N(CC(=O)NCC1CCCO1)C(=O)CO2 (stereo not drawn)	94	130	12	114	110	3	-18	113
CCN(C(=O)C(C)Sc1ccc(S(=O)(=O)N2CCN(C)CC2)cn1)c1ccccc1 (stereo not drawn)	105	96	·	99	98	0	7	108
CCCCOC(=O)C1C2C=CC3(CN(CCc4ccccc4)C(=O)C13)O2 (stereo not drawn)	103	96	-13	101	98	0	-1	100
CN(CC(=O)NCc1ccc(F)cc1)Cc1ccc(Br)cc1	79	91	1	96	96	0	11	92

6 entries out of the list above, sorted by their value in CIT2-GFP yeast, rising:
SMILES	LAP4-GFP MLPCN	CIT2-GFP yeast	GASC-1 inh	MEP2 TOR yeast	RPL19A TOR yeast	GRK2 aptamer HTS	VLA-4 inh	AGP1-GFP MLPCN
Cc1ccc2nc3c(cc(C(=O)NCc4ccco4)c(=N)n3Cc3ccco3)c(=O)n2c1	104	84	7	102	93	10	12	96
Cc1ccc2nc(C3CCN(C(=O)NCc4ccccc4)CC3)[nH]c2c1	100	87	1	105	92	3	-14	91
CN(CC(=O)NCc1ccc(F)cc1)Cc1ccc(Br)cc1	79	91	1	96	96	0	11	92
CCCCOC(=O)C1C2C=CC3(CN(CCc4ccccc4)C(=O)C13)O2 (stereo not drawn)	103	96	-13	101	98	0	-1	100
CCCOC1CCCN(Cc2cn(C)nc2-c2ccccc2F)C1 (stereo not drawn)	94	99	-10	100	100	0	9	96
CCc1ccc2oc(=O)cc(CN3CCCCC3)c2c1	95	102	4	104	102	0	3	101

Next part.
SMILES	LAP4-GFP MLPCN	CIT2-GFP yeast	GASC-1 inh	MEP2 TOR yeast	RPL19A TOR yeast	GRK2 aptamer HTS	VLA-4 inh	AGP1-GFP MLPCN
[N-]=[N+]=CC(=O)C(c1ccccc1)(c1ccccc1)c1ccccc1	100	86	-3	88	94	1	-17	95
CCOc1cccc(Nc2ccc([N+](=O)[O-])cn2)c1	89	100	-3	111	102	0	-12	92
COC(=O)c1cc(OC)c(OCc2cc(C(=O)OC)oc2C)c(OC)c1	100	98	-3	96	96	1	1	95
COC(=O)Cn1nc(-c2ccc(C)c(S(=O)(=O)N(C)C)c2)c2ccccc2c1=O	99	106	1	100	102	0	6	109
CCOc1ccccc1C(=O)NC1CC2CCCC(C1)N2C1CC1 (stereo not drawn)	93	96	-4	102	101	0	33	106
Cc1cc(-c2ccc(N=Nc3c(S(=O)(=O)O)cc4cc(S(=O)(=O)O)cc(N)c4c3O)c(C)c2)ccc1N=Nc1c(S(=O)(=O)O)cc2cc(S(=O)(=O)O)cc(N)c2c1O	400*[may fluoresce red]	51[may fluoresce red]	·	72[may fluoresce red]	?	98*	35	53[may fluoresce red]
CC(CC(=O)N1CCN(c2cccc(Cl)c2)CC1)S(=O)(=O)c1ccc2c(c1)NC(=O)CO2 (stereo not drawn)	107	112	?	110	111	0	0	114
CCOc1ccc(NC(=O)COC(=O)c2cc(=O)c3ccccc3o2)cc1	103	90	·	97	95	0	-4	96
COCCCNC(=S)Nc1ccc2nc(N3CCOCC3)cc(C)c2c1	94	97	0	96	99	0	-1	96
CCC(=O)c1ccc(OCC(O)CNCCc2ccc(Cl)cc2)cc1 (stereo not drawn)	93	97	2	97	98	0	18	94
Cc1ccc(NC(=O)C2(c3cccs3)CCOCC2)cc1C	96	107	1	104	99	5	7	100

Arranged by molar mass (falling): 3 of the compounds above
SMILES	LAP4-GFP MLPCN	CIT2-GFP yeast	GASC-1 inh	MEP2 TOR yeast	RPL19A TOR yeast	GRK2 aptamer HTS	VLA-4 inh	AGP1-GFP MLPCN
Cc1cc(C)nc(SCc2cc(=O)c(OC(=O)c3ccc(S(=O)(=O)N(C)C)cc3)co2)n1	98	116	-3	111	106	0	9	113
Cc1ccccc1-c1nc2ccccc2c(=O)n1/N=C/c1ccccc1[N+](=O)[O-]	108	104	-3	108	111	0	0	101
CN(CC(=O)NCc1ccc(F)cc1)Cc1ccc(Br)cc1	79	91	1	96	96	0	11	92
